# Hsp70 displacement: small molecules displacing fluorescent ligand from Hsp70 – biochemical, fluorescence polarization, primary screen (AID 583); Hsp70 fluorescence polarization probe displacement, mP; higher % means a stronger effect; 0.06% of 140,000 active; one-dose displacement, % at 20 µM; IC50 in µM for titrated hits; in the data active = displacement above about 50%;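 also: plate controls were vehicle for no effect and reference ligand for full effect; a part of the inactive calls stands beside numbers as strong as those of hits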
# Rat MKP-3 inhibitors: MKP-3 phosphatase inhibitors, primary screen, biochemical, rat enzyme, in vitro (AID 425); 0.17% of 110,000 active; recombinant MKP-3 phosphatase activity, fluorescence; higher % means a stronger effect; inhibition, % at 20 µM, or IC50 in µM where a hit was titrated; in the data active = inhibition above about 50%;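 also: plate controls were vehicle for no effect and reference inhibitor for full effect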
# Numbers without * were called inactive; nt = not tested or not shown.
Hsp70 displacement	Rat MKP-3 inhibitors	compound
1.2%	2%	O=C(NCc1ccco1)/C(=C/c1cccc2ccccc12)NC(=O)c1ccccc1
-3.4%	-11%	O=C1C2C3CCCC3=C3CCCC3C2C(=O)N1c1cccc(Cl)c1 (configuration not stated)
-1.1%	1%	CCOc1ccc(N2C(=O)CC(N3CCC(NC(=O)Nc4ccccc4)CC3)C2=O)cc1 (configuration not stated)
-10%	-10%	CCOC(=O)c1cc2c(=O)n3cccc(C)c3nc2n(Cc2ccccc2Cl)c1=N
-0.9%	nt	CCOc1ccc(S(=O)(=O)Nc2ccc(S(=O)(=O)Nc3cc(OC)ccc3OC)cc2)cc1
7.5%	-8%	O=C(C(c1ccccc1)c1ccccc1)N1CCOCC1
-1.1%	2%	COC(=O)c1ccccc1NC(=O)c1c(Cl)cccc1Cl
4.1%	-5%	CCOc1ccc(N2CC(C(=O)NCc3cccc(C)c3)CC2=O)cc1 (configuration not stated)
-4.6%	nt	Cc1ccc(-c2nnc(-c3ccccc3)o2)cc1
2.5%	-1%	Cc1ccc(NC(=O)NC2CCCC2)cc1
-1.9%	-13%	Cc1cc(NC(=O)CSc2nc3ccccc3c(=O)n2Cc2ccc(F)cc2)no1
0.1%	-12%	COc1ccc(S(=O)(=O)N2CCN(C(=O)CCC3CCCC3)CC2)cc1
0.5%	5%	COc1ccc(-c2nnc(CSc3nc4ccccc4c(=O)n3C)o2)cc1OC
-3.3%	-1%	NC(=S)c1ccc(C(N)=S)o1
-3.1%	-6%	COC(=O)c1ccc(S(=O)(=O)c2ccc(C(=O)OC)s2)s1
1.6%	6%	CCc1c(C)nc2ccc(Br)cc2c1SCC(=O)O
1.9%	-13%	O=C(O)CCn1c(C2CCCCC2)nc2ccccc21
nt	-11%	CCOC(=O)c1[nH]c2c(c1C)C(=O)CC(c1ccc(OC)c(OC)c1)C2 (configuration not stated)
4.4%	0%	CC(=O)c1c(C)nc(C)c(C(C)=O)c1-c1ccccc1
-5.3%	-11%	Fc1ccccc1N1CCN(C(c2cccs2)c2nnnn2CCc2ccccc2)CC1 (configuration not stated)
nt	-8%	Cc1cc(COc2ccccc2OCCN2CCN(C)CC2)no1
1.8%	-9%	COCC(=O)N(Cc1ccccc1)c1ccccn1
-0.8%	1%	CC(O)c1ccc(NC(=O)c2cnn3c2NC(c2cccs2)CC3C(F)(F)F)cc1 (configuration not stated)
-1.5%	-1%	O=C(NCc1ccco1)c1ccc2c(c1)N(Cc1ccccc1)C(=O)CS2=O (configuration not stated)
2.8%	-4%	O=C(NC(=O)c1ccccc1)NC1(C(F)(F)F)OCCO1
-2.3%	nt	CCNc1nc(NC(C)C)nc(OCCOC(=O)c2ccccc2)n1
-4.6%	4%	CCOc1ccccc1N1CCN(C(=O)Nc2cccc(Cl)c2)CC1
6.1%	5%	Cc1no[n+]([O-])c1COc1cccc(/C=C2\SC(=S)NC2=O)c1
-5.3%	4%	COCCOC(=O)c1c(C)oc2ccc(OS(C)(=O)=O)cc12
-4.7%	2%	O=C1N=C2SC=CN2C(=O)C1Cc1ccccc1 (configuration not stated)

# 4 of the compounds above, as labelled records:
> Fc1ccccc1N1CCN(C(c2cccs2)c2nnnn2CCc2ccccc2)CC1 (configuration not stated)
  Hsp70 displacement: -5.3% | Rat MKP-3 inhibitors: -11%

> Cc1cc(COc2ccccc2OCCN2CCN(C)CC2)no1
  Hsp70 displacement: nt | Rat MKP-3 inhibitors: -8%

> COCC(=O)N(Cc1ccccc1)c1ccccn1
  Hsp70 displacement: 1.8% | Rat MKP-3 inhibitors: -9%

> CC(O)c1ccc(NC(=O)c2cnn3c2NC(c2cccs2)CC3C(F)(F)F)cc1 (configuration not stated)
  Hsp70 displacement: -0.8% | Rat MKP-3 inhibitors: 1%

# The main list resumes, repeating the 3 entries before the break.
Hsp70 displacement	Rat MKP-3 inhibitors	compound
6.1%	5%	Cc1no[n+]([O-])c1COc1cccc(/C=C2\SC(=S)NC2=O)c1
-5.3%	4%	COCCOC(=O)c1c(C)oc2ccc(OS(C)(=O)=O)cc12
-4.7%	2%	O=C1N=C2SC=CN2C(=O)C1Cc1ccccc1 (configuration not stated)
-2.5%	-3%	CC(C)(C)OC(=O)N1CC2Cc3[nH]c(=O)ccc3C(C2)C1 (configuration not stated)
3.5%	-1%	Cn1c(=NC(=O)C2CC2)sc2cccc(F)c21
2.3%	-5%	Cc1cc(C)n(-c2nnc(C)n2/N=C/c2ccccc2F)n1
nt	3%	Cc1cccc(-n2ccnc2SCC(=O)Nc2ccc3c(c2)OCCO3)c1
-44%	3%	O=C1NC(=S)S/C1=C\c1cn(Cc2ccccc2F)c2ccccc12
-3.4%	0%	COc1cc(C(=O)Oc2ccc(/C=N/NC(=O)COc3cccc4ccccc34)cc2)cc(OC)c1OC
2.3%	-2%	COCCn1nnnc1CN1C2CCCC1CC(NC(C)=O)C2 (configuration not stated)
5.1%	4%	O=c1oc2ccccc2n1CSC1=NCCS1
2.0%	4%	CN1CCN(C(=O)N2c3ccccc3C=Cc3ccccc32)CC1
0.2%	-4%	COc1cccc(N2C(=O)C(=O)/C(=C(\O)c3ccccc3)C2c2ccccc2F)c1 (configuration not stated)
3.0%	2%	C=CCOc1cccc(C2/C(=C(/O)c3ccc(C)cc3)C(=O)C(=O)N2CCN2CCOCC2)c1 (configuration not stated)
1.1%	0%	Cc1ccc(Cl)cc1N1C(=O)C2C(c3ccc(Cl)cc3)OC3(C(=O)c4ccccc4C3=O)C2C1=O (configuration not stated)
2.4%	nt	O=S(=O)(O)c1nc2ccccc2n1Cc1ccccc1
-6.3%	0%	O=C1C(=O)N(CCCn2ccnc2)C(c2cccnc2)/C1=C(/O)c1ccc(Cl)cc1 (configuration not stated)
0.2%	-1%	CC12CCCCC1C2C(=O)N/N=C\c1ccc(Cl)cc1Cl (configuration not stated)
5.1%	nt	Cc1ccc(C(=O)Nc2nc3ccc(S(C)(=O)=O)cc3s2)o1
2.0%	2%	Cc1cccc(-c2noc(-c3ccc(Cl)cc3Cl)n2)c1
0.5%	-6%	O=C(CCC(=O)c1cccs1)Nc1ccccc1F
4.6%	40%	CC(=O)N(C1=C(Cl)C(=O)c2ccccc2C1=O)c1cccc(Br)c1
-3.7%	3%	O=C(Nc1ccc(I)cc1Cl)c1cccc(OCc2ccccc2)c1
-0.5%	-1%	Cc1ccc(C(=O)Nc2c(C(=O)Nc3ccccc3)cnn2-c2ccccc2)cc1
0.2%	nt	S=c1[nH]nc(CSc2nc3ccccc3s2)n1Cc1ccccc1
-2.6%	-3%	CCSCc1nnc(SCC(=O)Nc2cccc(SC)c2)n1C
5.4%	0%	Cc1cccc(C)c1N(CC(=O)NN=C1CCCCCCC1)S(C)(=O)=O
4.9%	0%	Brc1cc2c(cc1/C=N/Nc1nc3ccccc3s1)OCO2
-1.3%	-2%	N#CC1=C(N)N(c2ccc(Oc3ccccc3)cc2)C(=O)C1
2.7%	0%	O=C(N/C(=C/c1ccc(Cl)cc1)C(=O)N1CCCC1)c1ccccc1
-0.9%	nt	CC(C)(C)S(=O)c1cccs1 (configuration not stated)
-3.7%	-9%	CCOc1ccc(N2C(=O)CSC23CCCCC3)cc1
3.1%	-2%	CC1(C)CC(=O)c2cnc(N3CCN(c4ccccc4)CC3)nc2C1

# Whole records, quoted from the list:
# Shown for `Fc1ccccc1N1CCN(C(c2cccs2)c2nnnn2CCc2ccccc2)CC1` (configuration not stated) : Hsp70 displacement: -5.3%; Rat MKP-3 inhibitors: -11%
# Shown for `S=c1[nH]nc(CSc2nc3ccccc3s2)n1Cc1ccccc1` : Hsp70 displacement: 0.2%; Rat MKP-3 inhibitors: nt

# Later entries.
Hsp70 displacement	Rat MKP-3 inhibitors	compound
3.2%	5%	CC(C)(C)C(=O)/C=C/c1ccc([N+](=O)[O-])cc1
1.0%	-1%	Cc1ccccc1N1C(=O)C2ON(c3ccccc3)C(c3cccnc3)C2C1=O (configuration not stated)
-2.7%	-1%	CCOC(=O)CC(=O)Nc1nnc(C(C)C)s1
1.3%	nt	CCOc1ccc(OCC)c(NC(=O)CSc2nnnn2CC)c1
0.8%	-11%	CCC(c1nnc(SCC(=O)NCCc2ccc(Cl)cc2Cl)o1)N(C)C (configuration not stated)
5.9%	-3%	COc1cc2[nH]c(=O)n(CCC(=O)N3CCN(c4cccc(C)c4C)CC3)c(=O)c2cc1OC
-0.3%	-14%	CC(C)C(=O)N1CCC(CN=Cc2c(O)n(C3CCCCC3)c(=O)n(C3CCCCC3)c2=O)CC1
3.3%	2%	O=Cc1ccc(-c2ccc(F)cc2F)o1
0.9%	-4%	Nn1c(SCc2nc3ccccc3[nH]2)nnc1-c1cccnc1
2.8%	-7%	CCN(CC)CCN1C(=O)C(=O)/C(=C(/O)c2c(C)[nH]c(C(=O)OC)c2C)C1c1ccco1 (configuration not stated)
0.2%	1%	CCN(CC)C(=O)Oc1ccc2c(=O)c(-c3ccc(OC)cc3)coc2c1
1.2%	nt	COc1ccccc1N1CCN(C(=O)C(OC(C)=O)c2ccccc2)CC1 (configuration not stated)
3.0%	-22%	Cc1cc(-c2ccccc2C(=O)NCc2ccccc2)on1
1.0%	2%	CCN(CC)S(=O)(=O)c1cccc(C(=O)Nc2ccc(Cl)cn2)c1
4.5%	5%	COc1ccc(-c2cc(C(F)(F)F)n3ncc(C(=O)Nc4cc(Cl)ccc4O)c3n2)cc1
5.3%	nt	Cc1nnc(SCCn2c(N3CCC(C)CC3)nc3c2c(=O)n(C)c(=O)n3C)s1
-0.3%	-7%	Cc1ccc2[nH]c(=O)c(CN(Cc3cccs3)Cc3nnnn3CC3CCCO3)cc2c1 (configuration not stated)
-5.7%	0%	COc1ccc(C(=O)Nc2ccccc2)cc1NS(=O)(=O)c1ccc(C(C)(C)C)cc1
1.1%	nt	CC(C)OCCCNC(=O)c1ccccc1Oc1ccccc1
-1.1%	-4%	CCC(=O)NCCc1cc2cc(C)c(C)cc2[nH]c1=O
6.9%	-4%	Cc1n[nH]c(=O)nc1NCc1ccccc1Cl
0.4%	4%	CCc1ccc(NC(=O)C(=O)NCCN2CCN(C(=O)c3cccc(Br)c3)CC2)cc1
-1.0%	nt	COc1ccccc1N/N=C/c1c(CO)cnc(C)c1O
-0.4%	-21%	CC(C)(C)C(=O)CC(=O)Nc1ccc(Cl)c(N)c1
8.1%	-7%	CCc1ccc(OCCCC(=O)O)c(Br)c1
-2.6%	-5%	COc1ccc(CNC(=O)C2CC(=O)N(c3ccc(OCC(=O)N4CCCCC4)cc3)C2)cc1 (configuration not stated)
-6.0%	nt	O=C(NCC1(c2ccccc2)CCCC1)C(=O)NCC1(c2ccccc2)CCCC1
-0.8%	-5%	COc1ccccc1C(=O)N1CCN(c2cccc(C(F)(F)F)c2)CC1
3.7%	1%	Cc1ccccc1OCC(=O)N1CCCc2ccccc21
0.1%	-6%	COC(=O)[C@H](Cc1ccccc1)NC(=O)N1CC(C)OC(C)C1 (some centres not stated)

# The closing 2 records of the part before come first, to join the parts.
Hsp70 displacement	Rat MKP-3 inhibitors	compound
3.7%	1%	Cc1ccccc1OCC(=O)N1CCCc2ccccc21
0.1%	-6%	COC(=O)[C@H](Cc1ccccc1)NC(=O)N1CC(C)OC(C)C1 (some centres not stated)
-5.2%	5%	Cc1cc2ccccc2c(=O)n1CC(=O)Nc1ccc2c(c1)OCO2
1.3%	12%	CC(=Nc1ccccc1)Nc1ccccc1
0.4%	-1%	C=C(C)CNC(=S)NNC(=O)c1cccc(C)c1[N+](=O)[O-]
2.9%	-7%	CCCCn1c(CCCO)nc2ccccc21
-1.1%	-6%	Cc1cc(C)n(-c2nnc(C)n2NS(=O)(=O)c2ccc(F)cc2)n1
-2.8%	nt	CCN(CC)CCOC(=O)CCc1cccc2ccccc12
6.6%	nt	Cc1noc(COc2ccccc2OCc2onc(C)c2Cl)c1Cl
3.0%	-2%	CCOC(=O)c1sc(NC(=O)c2cccs2)cc1C
5.0%	-3%	Cc1ccc(NC(=O)COC(=O)Cn2c(C)csc2=O)cc1
-3.8%	-1%	CCOC(=O)C1=C(C)NC2=C(C(=O)c3ccccc32)C1c1ccc(OC)c(OC)c1 (configuration not stated)
-80%	nt	CC(C)OC(=O)c1nn2c(C(F)(F)F)cc(-c3ccco3)nc2c1Cl
-1.6%	2%	Clc1ccc(-n2ncc3c(N4CCCC4)ncnc32)cc1
-0.2%	-7%	Cc1ccccc1CSc1nc2c(c(=O)[nH]1)CCC2
-0.7%	-4%	COc1ccc(N2CCN(Cc3cc(=O)oc4ccc(Cl)cc34)CC2)cc1
-0.2%	-3%	COCCN(CCOC)C(=O)C12CCC(C)(C(=O)C1)C2(C)C (configuration not stated)
-3.3%	0%	CCC(c1ccccc1)c1nnc(N)s1 (configuration not stated)
0.3%	-6%	Oc1ccccc1-c1nc(-c2ccccc2)c(-c2cccs2)[nH]1
3.0%	1%	COc1ccc(-c2n[nH]c(C(F)(F)F)c2-c2cc3ccccc3o2)c(O)c1
-1.3%	5%	CCCc1cc(=O)[nH]c(SCC)n1
5.4%	8%	CCOC(=O)CNc1nc(OCC#N)nc(N2CCOCC2)n1
9.4%	-5%	O=C(CCn1c(=O)oc2ccccc21)Nc1cccc(Cl)c1
5.0%	0%	Cc1ccccc1NC(=O)C1CC(=O)N(c2ccc(Cl)cc2)C1 (configuration not stated)
2.5%	-14%	CN1CCN(CCCNC(=O)c2ccc(CS(=O)(=O)c3ccc(Br)cc3)o2)CC1
-3.5%	11%	O=C(COC(=O)c1cccs1)NCC1CCCO1 (configuration not stated)
6.8%	-5%	COc1ccc(OC(=O)c2cc3ccccc3o2)cc1
9.1%	-7%	CCN(CC)S(=O)(=O)c1ccc(-c2nnc(SCC(=O)N3c4ccccc4CC3C)o2)cc1 (configuration not stated)

# Source: PubChem (Sanford-Burnham Center for Chemical Genomics)

# The list is partial (hit frequency here may not be typical).
